TrxR1 inh: blocks rat thioredoxin reductase 1; 390,000 tested, 1% active; O89049; recombinant rTrxR1, NADPH fluorescence consumption, selenite substrate; Potency, µM (top dose mostly 114 µM), without a hit: at the highest dose activity change, negative = inhibition, usual class: inhibitors; also: potency is read from the fitted curve at half-maximal effect; % is scaled to controls: 0 for no effect and ±100 for the full control effect; nearly all actives have a fitted effect of over 65% in size
Target sequence (O89049 whole entry, looked up): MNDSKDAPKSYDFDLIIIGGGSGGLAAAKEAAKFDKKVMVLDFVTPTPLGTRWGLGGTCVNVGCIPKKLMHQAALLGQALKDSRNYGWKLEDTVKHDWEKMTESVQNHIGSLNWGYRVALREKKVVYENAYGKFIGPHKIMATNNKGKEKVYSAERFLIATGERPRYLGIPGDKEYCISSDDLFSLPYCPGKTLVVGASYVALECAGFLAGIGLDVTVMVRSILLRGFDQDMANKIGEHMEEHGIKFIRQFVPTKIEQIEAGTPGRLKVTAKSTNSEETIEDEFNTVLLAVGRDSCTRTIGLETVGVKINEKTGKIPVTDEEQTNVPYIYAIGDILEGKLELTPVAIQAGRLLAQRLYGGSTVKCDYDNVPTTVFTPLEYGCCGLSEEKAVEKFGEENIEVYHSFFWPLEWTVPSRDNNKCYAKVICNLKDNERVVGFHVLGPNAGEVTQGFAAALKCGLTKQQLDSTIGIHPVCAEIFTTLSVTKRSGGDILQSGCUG
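Rat TrxR1 (90 nM in the dispensed reagent) was pre-reduced with 400 uM NADPH for 5 min at room temperature, then incubated with compound for 15 min. After 400 uM selenite was added, NADPH fluorescence (Ex 340/Em 450 nm) was followed for 8 min.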
USP1-UAF1 inh: inhibitors of human USP1/UAF1 deubiquitinase | O94782 | recombinant USP1/UAF1, Ub-Rhodamine cleavage fluorescence | Potency, µM (top dose mostly 57.1 µM), for the others: top-dose activity change, negative = inhibition, most hits filed as inhibitors | 390,000 tested, 0.23% active | AID 743255; also: potency is read from the fitted curve at half-maximal effect; % is scaled to controls: 0 for no effect and ±100 for the full control effect; nearly all actives have a fitted effect of over 60% in size; inactives centre near -12
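USP1/UAF1 complex at 1 nM was preincubated with compound for 15 min at room temperature, then Ub-Rho substrate (150nM final) was added. Fluorescence (480/540 nm) was read kinetically, 6 reads every 60 seconds.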
TrxR1 substrate: substrates of rat thioredoxin reductase 1; purified TrxR1 substrate turnover, NADPH consumption readout; Potency, µM (series often up to 114 µM), without a hit: top-dose activity change, negative = substrate turnover; 390,000 tested, 0.01% active; AID 588456; also: potency is read from the fitted curve at half-maximal effect; % is scaled to controls: 0 for no effect and ±100 for the full control effect; nearly all actives have a fitted effect of over 50% in size
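Rat TrxR1, dispensed at 90 nM, was prereduced with 400 uM NADPH (final) for 5 min at ~22 deg C, then incubated with compound 15 min before 400 uM selenite. A first-read NADPH fluorescence drop versus no-compound background flagged substrates.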
TRHR ag: agonists of human TRH receptor; P34981; TRHR cells, calcium flux fluo-8, FDSS agonist mode; activation, % at 2 µM; 360,000 tested, 0.18% active; AID 493084; in the data active = activation above about 30%; also: 0% is about no effect
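TRHR-expressing cells loaded with fluo-8 calcium dye; 23 nL library compound pin-transferred, kinetic FDSS fluorescence (Ex 480/Em 530) recorded about 180 s for agonist-induced calcium release, before a 10 nM TRH EC20 addition for potentiator mode.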
IDH1 R132H inh: human IDH1 R132H inhibition; IDH1-R132H enzyme, NADPH consumption, diaphorase/resazurin fluorescence; Potency, µM (doses to about 76.6 µM), for the others: at the top dose activity change, negative = inhibition, most hits filed as inhibitors; 390,000 tested, 0.093% active; also: potency is read from the fitted curve at half-maximal effect; % is scaled to controls: 0 for no effect and ±100 for the full control effect; nearly all actives have a fitted effect of over 65% in size
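IDH1-R132H (0.5 ug/mL dispensed) in pH 7.5 Tris buffer was preincubated 30 min with compound, then given a substrate mix of 0.016 mM NADPH and 2 mM alpha-KG for 80 min at room temperature; remaining NADPH was read by diaphorase/resazurin fluorescence.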
Pin1 inhibitor: blocks the human prolyl isomerase Pin1. Q13526. Pin1 FP peptide displacement, HiFluor488, 10 min. Potency, µM (doses to about 115 µM), for the others: at the highest dose activity, negative = inhibition, most hits filed as inhibitors. 390,000 tested, 0.009% active; active = well fitted inhibition curve with a large enough effect in the polarisation, with a control signal flat, not every such curve was filed as active; inconclusive = small, poorly fitted or top-dose-only effect, or effect the other way, or a change in a side signal; inactive = no such curve, though single readings can be large or run the other way; the % refers to the polarisation; also: potency is read from the fitted curve at half-maximal effect; % is scaled to controls: 0 for no effect and ±100 for the full control effect
Target sequence (Q13526 whole entry, looked up): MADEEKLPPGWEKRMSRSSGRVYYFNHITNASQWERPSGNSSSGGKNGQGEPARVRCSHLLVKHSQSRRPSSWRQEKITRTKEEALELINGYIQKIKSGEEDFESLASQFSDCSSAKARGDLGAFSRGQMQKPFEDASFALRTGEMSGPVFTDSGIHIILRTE
D2 antag: D2 dopamine receptor (human) antagonism; P14416; HEK293 TREx D2 cells, calcium flux, dopamine EC80; inhibition, % at 10 µM; 340,000 tested, 2% active; AID 485344; in the data active = inhibition above about 30%; also: 0% is about no effect
Target sequence (P14416 whole entry, looked up): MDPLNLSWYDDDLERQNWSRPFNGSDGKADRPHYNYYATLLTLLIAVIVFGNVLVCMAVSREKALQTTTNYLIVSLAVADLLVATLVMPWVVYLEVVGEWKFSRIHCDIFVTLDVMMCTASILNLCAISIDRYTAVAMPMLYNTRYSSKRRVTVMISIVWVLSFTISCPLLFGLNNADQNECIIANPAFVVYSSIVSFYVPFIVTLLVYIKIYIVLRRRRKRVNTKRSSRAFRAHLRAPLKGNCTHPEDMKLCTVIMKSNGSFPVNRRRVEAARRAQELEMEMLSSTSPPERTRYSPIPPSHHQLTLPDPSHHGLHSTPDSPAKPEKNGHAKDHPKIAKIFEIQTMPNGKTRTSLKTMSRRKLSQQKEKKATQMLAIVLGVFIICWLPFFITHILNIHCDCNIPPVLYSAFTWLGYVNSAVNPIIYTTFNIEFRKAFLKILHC
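Calcium mobilization kinetics were recorded at 1 s intervals in tetracycline-induced HEK293 T-REx D2 cells, first for 180 s after compound addition and then 180 s after EC80 dopamine.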
D2 agonist: agonists of human D2 dopamine receptor; P14416; 340,000 tested, 0.53% active; activation, % at 2 µM; HEK293 T-REx D2 cells, calcium flux agonist mode;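 active = activation over 3 SD above normal in the single-dose calcium agonist read, cut at about 30% in these data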; also: 0% is about no effect
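Tetracycline-induced HEK293 T-REx cells with force-coupled D2 receptor, plated overnight at 30 C, loaded with no-wash calcium dye. After a 10 s baseline, compound was pin-added and calcium flux read kinetically for 180 s; calcium rises flagged agonists.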
TRHR enhancer: TRH receptor (human) allosteric enhancement | P34981 | TRHR cells, fluo-8 calcium fluorescence, EC20 TRH enhancement | enhancement, % at 2 µM | 360,000 tested, 0.66% active | AID 493056; in the data active = enhancement above about 30%; also: 0% is about no effect
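Enhancer read-out: after compound pinning and an initial kinetic agonist-mode read, an EC20 of TRH (10 nM final) was injected and fluo-8 calcium signal (Ex 480/Em 530) followed at 1 s/cycle for 100 cycles in TRHR-expressing cells.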
* marks the source's active call; other numbers are inactive results; ? = inconclusive; · = no result given; & = joins results of further samples; [ ] = remark or other dose. Unless noted, calls follow the shape of the dose curve; as a rule, active = well fitted inhibition curve with a large enough effect; inconclusive = small, poorly fitted or top-dose-only effect; inactive = no such curve, though single readings can be large or run the other way. A portion of the library (hit frequency here may not be typical).

Screens in order: TrxR1 inh, USP1-UAF1 inh, TrxR1 substrate, TRHR ag, IDH1 R132H inh, Pin1 inhibitor, D2 antag, D2 agonist, TRHR enhancer
CC(C)(C)[C@H]1COC(=O)[C@H](Cc2ccc(F)cc2)CC/C=C/C[C@@H](CC(=O)N[C@H](CO)Cc2ccccc2)C(=O)N1
→ 5%, -24%, -3%[57.1 µM], ·, 6%, -9%, ·, ·, ·
CC(C(=O)Nc1cc(C(F)(F)F)ccc1Cl)n1nnc2sc3c(c2c1=O)CCCC3 (centres undefined)
→ 12%, -21%, -6%, 1.2, ·, 26%, ·, 0.3, -6
CCc1cc(=O)[nH]c(SCC(=O)N2CCC(Cc3ccccc3)CC2)n1
→ 5%, -14%, 4%, 0.1, 4%, -4%, -8, 0.3, 6
COc1cc(C#Cc2c(C=O)n(C)c3ccccc23)cc(OC)c1
→ 9%[57.1 µM], -32%, 16%[57.1 µM], 1.3, -5%, 23%, -2, 0.6, -3
COCC(=O)NCc1nc2ccccc2n1Cc1ccccc1F
→ 8%, -11%, -4%, -0.4, 1%, -2%, -7, 0.7, -11
COc1ccc(CC(NC(C)=O)C(=O)NC2CCN(c3nc(C)cc(C)c3C#N)CC2)cc1OC (centres undefined)
→ 31%, -21%, 47%[activator], -0.7, -1%, -3%, -5, -0.5, -3
CCN(C(=O)COC(=O)c1ccc([N+](=O)[O-])o1)C1CCCCC1
→ -21%, ?, -1%, ·, 6%, -8%, ·, ·, ·
COc1ccc(OC)c(S(=O)(=O)NC2CCCCNC2=O)c1 (centres undefined)
→ 12%, -8%, 2%, 0.1, 26%, -3%, 4, -0.4, 28
Cc1ccc(S(=O)(=O)CC(=O)NC2CC2)cc1
→ 13%[57.1 µM], -14%, -6%[57.1 µM], 0.8, 7%, -11%, -7, 1.9, 5
CN(Cc1cn[nH]c1-c1cc2ccccc2o1)CC1CCOCC1
→ 13%, -24%, 1%, 0.9, -3%, -3%, 6, 0.3, 3
CCn1c(CSCc2ccccc2)n[nH]c1=S
→ 3%[57.1 µM], -20%, -11%[57.1 µM], -0.4, 12%, -7%, 0, -0.6, -4
O=C1c2ccccc2C(O)N1c1ccc(Cl)cc1 (centres undefined)
→ 13%[57.1 µM], -22%, 9%[57.1 µM], 0.1, -3%, 8%, -21, -1.0, -3
COc1ccc(CCN(C(=O)c2cccc(F)c2)C2CC(=O)N(c3ccc(OC)cc3)C2=O)cc1 (centres undefined)
→ -7%[57.1 µM], -4%, -1%[57.1 µM], 0.1, -4%, 0%, -6, -0.3, -4
COC(=O)c1c(NC(=O)c2ccco2)sc(C(=O)Nc2ccc(F)cc2)c1C
→ 18%, -7%, 15%, 0.2, 1%, -2%, -2, -0.1, -5
COc1ccc(S(=O)(=O)NCc2cccnc2)cc1
→ 16%, -2%, 2%[11.4 µM], 0.4, 5%, 3%, 8, -0.6, 4

Taken from above.
CCn1c(CSCc2ccccc2)n[nH]c1=S @ USP1-UAF1 inh = -20%
CCc1cc(=O)[nH]c(SCC(=O)N2CCC(Cc3ccccc3)CC2)n1 @ Pin1 inhibitor = -4%

Next entries.
Screens in order: TrxR1 inh, USP1-UAF1 inh, TrxR1 substrate, TRHR ag, IDH1 R132H inh, Pin1 inhibitor, D2 antag, D2 agonist, TRHR enhancer
COc1cc(/C=C(/C#N)C(=O)Nc2ccccc2)ccc1OCc1ccc(C(=O)O)cc1
→ -16%, ?, -12%, 0.3, 0%, 11%, 12, -0.5, -2
Cc1cc(N2CC(C(=O)Nc3nccs3)CC2=O)ccc1C(C)C (centres undefined)
→ 22%, -14%, -1%, 0.4, -3%, -3%, 4, 0.0, 3
COc1ccc(CN(C)CC(=O)Nc2ccccc2C(=O)NC2CC2)cc1
→ 0%, -17%, 0%, -0.8, 12%, 7%, 6, -0.4, 3
CCN(C(=O)CSc1nnc(-c2ccccc2Br)o1)C1CCS(=O)(=O)C1 (centres undefined)
→ 7%[57.1 µM], -26%, 3%, 0.6, 0%, 2%, -18, -1.1, -1
O=C(Nc1ccc(S(=O)(=O)NC2=NCCCCC2)cc1)C1COc2ccccc2O1 (centres undefined)
→ 26%, -9%, 10%, -0.3, 5%, 8%, -9, 0.9, 10
C=CCNC(=S)NNC(=O)c1cccnc1
→ 2%[57.1 µM], -12%, 6%[57.1 µM], 0.3, 7%, -8%, -6, 0.5, -1
C=CCc1c(C)nc2ccc(C(=O)OCC)cc2c1Cl
→ 16%[57.1 µM], -24%, 5%[57.1 µM], 0.6, -3%, 5%, 4, -0.3, 2
C/C(Cc1ccccc1)=N\NC(=O)CNC(=O)c1ccccc1
→ 12%, -17%, 2%, 0.2, 2%, -1%, ·, ·, 0
COc1ccc(CCNC(=O)C(=O)NCC(c2cccs2)S(=O)(=O)c2ccccc2)cc1 (centres undefined)
→ -1%[57.1 µM], 0%, -8%[57.1 µM], -0.9, 10%, 1%, ·, 0.5, 5
CCC(=O)Nc1cccc(NC(=O)CSc2nnc(-c3ccc(NS(C)(=O)=O)cc3)n2CC)c1
→ 20%, -9%, 3%, -0.1, -6%, 0%, 1, -0.6, 6
COc1ccc(-c2csc(NC(=S)NC(=O)/C=C/c3ccccc3)n2)cc1Br
→ 10%[57.1 µM], -7%, 2%[57.1 µM], 0.1, 0%, 2%, 10, 0.7, 4
O=S(=O)(c1ccc(Br)s1)N1CCN(c2cccc(C(F)(F)F)c2)CC1
→ 8%, -8%, -7%, 1.3, 16%, 13%, ·, 1.8, -3
O=C(C1=C[C@@H](c2ccc(C(F)(F)F)cc2)C[C@@H](OCCCCO)O1)N1CCCCCCC1
→ 8%, -7%, -6%, ·, -9%, 3%, ·, ·, ·
CCN(CC(=O)NCc1cccs1)c1ccc(S(=O)(=O)N2CCOCC2)cn1
→ -8%, -13%, -6%, 0.4, 3%, 4%, 1, 0.5, 2
CCn1cc(CCC(=O)NC(C)c2ccccc2)c2ccccc21 (centres undefined)
→ 14%, -19%, 2%, -0.9, 8%, -12%, 19, 0.0, 1
Cc1cc(C)nc(Sc2ccc3nnc(C(F)(F)C(F)(F)C(F)(F)F)n3n2)n1
→ 15%, 7%, -6%, -0.3, 4%, -1%, 15, -0.4, 0
CC(=O)N(C(C)=O)c1ccc2nc(C)[nH]c(=O)c2c1
→ 9%, -12%, 8%, 0.2, -8%, -3%, ·, 0.5, -3
COC(=O)C[C@H]1c2cc(C(F)(F)F)ccc2S(=O)(=O)N1Cc1ccccc1OC
→ 5%&10%, 5%, -2%&-1%, ·, 5%, 5%, ·, ·, ·
O=C(CC1C(=O)NCCN1Cc1ccc(F)cc1)NC1CCCCCCC1 (centres undefined)
→ 22%, -12%, 1%, 0.2, 0%, 3%, -5, -0.5, -6
COc1ccc(Sc2cnn(-c3ccccc3)c(=O)c2Cl)cc1
→ 18%[57.1 µM], -16%, 12%[57.1 µM], -1.9, 2%, -6%, 0, 0.2, -2
S=C(c1ccc(OCc2ccccc2)cc1)N1CCCC1
→ 11%, -23%, -4%, -0.5, 11%, 13%, 11, 1.1, -6
O=C(Oc1cccc(Cl)c1)N1CCOCC1
→ 5%[57.1 µM], 3%, 3%, -0.4, 0%, -2%, -11, -1.4, 17
Cc1ccc(N(CC(=O)NCC2CCCO2)C(=O)CCC(=O)Nc2cc(C)on2)cc1 (centres undefined)
→ 29%[57.1 µM], -5%, 7%[57.1 µM], 0.8, -6%, -11%, 24, 1.4, -4
O=C(NCc1ccco1)c1ccc([N+](=O)[O-])o1
→ -7%[57.1 µM], -19%, 9%[57.1 µM], 0.4, -2%, -4%, 2, 1.9, 69*
CCn1c(SCC(=O)c2ccc(C)cc2)nnc1-c1ccoc1C
→ -23%, -12%, -5%, -0.8, 5%, -2%, -17, 0.1, -2
O=C(OCC(=O)N1CCN(c2ccccc2)CC1)c1ccc([N+](=O)[O-])s1
→ -14%, ?, -8%, ·, 8%, -1%, ·, ·, ·
COCCCN1C(=O)C(O)=C(C(=O)c2ccco2)C1c1cccc(Br)c1 (centres undefined)
→ -9%, -7%, -2%, -0.3, 11%, 2%, -5, -0.3, -3
CCc1ccccc1NC(=O)CSc1nnc([C@@H]2CCCN2C(=O)OC(C)(C)C)o1
→ -27%, -16%, 2%, -0.2, 2%, -2%, -6, -1.2, -1
O=C(Cc1ccccc1)Nc1ccc(NC(=O)c2ccco2)cc1Cl
→ 8%, -11%, 11%, -1.4, 5%, 6%, ·, ·, 5
CC(=O)NC1=NN(C(C)=O)C(c2ccc(C)cc2)S1 (centres undefined)
→ 6%[57.1 µM], -22%, -7%, -0.3, 21%, -7%, 6, 0.3, -1

2 neighbouring records out of the list so far, quoted:
Screens in order: TrxR1 inh, USP1-UAF1 inh, TrxR1 substrate, TRHR ag, IDH1 R132H inh, Pin1 inhibitor, D2 antag, D2 agonist, TRHR enhancer
Cc1cc(C)nc(Sc2ccc3nnc(C(F)(F)C(F)(F)C(F)(F)F)n3n2)n1
→ 15%, 7%, -6%, -0.3, 4%, -1%, 15, -0.4, 0
CC(=O)N(C(C)=O)c1ccc2nc(C)[nH]c(=O)c2c1
→ 9%, -12%, 8%, 0.2, -8%, -3%, ·, 0.5, -3

Further structures
Screens in order: TrxR1 inh, USP1-UAF1 inh, TrxR1 substrate, TRHR ag, IDH1 R132H inh, Pin1 inhibitor, D2 antag, D2 agonist, TRHR enhancer
CC(=O)C1=C(O)C(=O)N(c2ccc(O)cc2)C1c1cccc([N+](=O)[O-])c1 (centres undefined)
→ 8%, -3%, -12%, 0.5, 1%, -1%, -1, -0.1, 0
O=C1CC(C(=O)Nc2ccc(Br)cc2)S/C(=N\N=C\c2ccco2)N1 (centres undefined)
→ 13%[57.1 µM], -10%, 9%[57.1 µM], -0.1, 1%, 16%, 10, 0.7, -2
O=C(CNC(=O)c1cccc(F)c1)OCC(=O)N1CCCCC1
→ 16%, -4%, 5%, 0.9, 0%, 6%, -2, 0.3, -5
O=C(c1ccccc1)c1cncc(Br)c1
→ -17%, 6%, -12%, -0.3, 7%, 2%, 2, -0.6, 9
